# Screening data (PubChem BioAssay)
# JMJD2E inh: blocks human JMJD2E demethylase activity; B2RXH2; JMJD2E catalytic domain, FDH-coupled NADH fluorescence (FDH is formaldehyde dehydrogenase); Potency, µM (series often up to 57.1 µM), without a hit: at the highest dose activity change, negative = inhibition, usual class: inhibitors; 230,000 tested, 1.6% active; AID 2147; active means well fitted inhibition curve with a large enough effect, not every such curve was filed as active; inconclusive means small, poorly fitted or top-dose-only effect, or another doubt; inactive means no such curve, though single readings can be large or run the other way;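 further: 0% = wells with enzyme and -100% = buffer wells without enzyme; nearly all actives have a fitted effect of over 50% in size; many of its hits are not listed in these tables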
# IMPase Li inh: cell-permeable IMPase inhibitors with lithium potentiation | CHO-M1 cells, IP1 TR-FRET (IP-One), carbachol + lithium | Potency, µM (doses to about 59.4 µM), for inactives: top-dose activity, negative = IMPase inhibition, hits mostly inhibitors | 210,000 tested, 0.35% active | AID 1457;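 further: IP1 builds up when IMPase is blocked and the TR-FRET signal falls; plate controls were basal vehicle for no effect and high inhibitor control for full effect; nearly all actives have a fitted effect of over 50% in size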
#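 Lithium-sensitised IP1 accumulation assay; M1-expressing CHO cells treated 30 min at 37C with compound. Competitive antibody detection by time-resolved FRET followed a 10 min room-temperature lysis step.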
# SMN2 splice enh: enhancers of SMN2 splice variant expression; HEK293 SMN2-luciferase splicing reporter, luminescence, 30-36 h; Potency, µM (highest dose often 46.1 µM), inactives show top-dose activity change, positive = activation, hits mostly activators; 210,000 tested, 2.8% active; AID 1458; further: % of control where 0% means no effect; nearly all actives have a fitted effect of over 55% in size
#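 HEK293 cells carry an SMN2 minigene-luciferase reporter in which exon 7 inclusion puts luciferase in frame. Cells were seeded at 2000 cells/well, attached for 10-12 hours, then exposed to compounds for 30-36 hours at 37C before ONE-Glo luminescence.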
# NPSR antag: antagonists of human neuropeptide S receptor cAMP signaling; Potency, µM (doses to about 38.3 µM), inactives show at the highest dose activity change, negative = inhibition, usual class: inhibitors; CHO-NPSR cells, cAMP TR-FRET, antagonist mode; AID 1461; 220,000 tested, 1% active; Q6W5P4; further: on the % scale 0 is the no-effect control and ±100 the full control effect; nearly all actives have a fitted effect of over 50% in size; many of its hits are not listed in these tables
# Epigenetic reg: derepresses silenced GFP reporter in murine cells; murine LDR cells, GFP reporter derepression, 30 h; Potency, µM (doses to about 53.9 µM), without a hit: top-dose GFP activation, hits mostly activators; 280,000 tested, 0.2% active; AID 1865; further: % of control where 0% means no effect; nearly all actives have a fitted effect of over 60% in size
#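 Murine LDR cells carrying a silenced, genomically integrated CMV-driven GFP reporter were exposed to compound for 30 hours at 37 C. After PBS washes, GFP-positive cells (20–120 um objects) were counted by laser-scanning microplate cytometry.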
# RGS12 GoLoco inh: inhibitors of human Gai1-RGS12 GoLoco interaction (red fluorophore); P63096; Gai1:RGS12 GoLoco peptide FP, rhodamine, 10 min; Potency, µM (highest dose often 61.6 µM), without a hit: at the highest dose activity, negative = inhibition, most hits filed as inhibitors; 230,000 tested, 0.44% active; AID 880; active means well fitted inhibition curve with a large enough effect, not every such curve was filed as active; inactive means no such curve, though single readings can be large or run the other way; further: on the % scale 0 is the no-effect control and ±100 the full control effect; nearly all actives have a fitted effect of over 30% in size; many of its hits are not listed in these tables
# Target sequence (P63096 whole entry, looked up): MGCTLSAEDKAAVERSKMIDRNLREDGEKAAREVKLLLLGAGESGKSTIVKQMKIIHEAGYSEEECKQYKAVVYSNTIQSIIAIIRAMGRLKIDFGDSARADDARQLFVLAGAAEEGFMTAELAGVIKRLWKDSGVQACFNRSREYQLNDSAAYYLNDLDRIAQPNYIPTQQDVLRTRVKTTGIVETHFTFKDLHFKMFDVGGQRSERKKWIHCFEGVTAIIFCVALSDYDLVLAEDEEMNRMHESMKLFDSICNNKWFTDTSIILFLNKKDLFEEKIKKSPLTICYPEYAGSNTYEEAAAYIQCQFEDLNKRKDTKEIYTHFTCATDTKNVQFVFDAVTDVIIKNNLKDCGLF
# RECQ1 helicase: blocks DNA unwinding by human RECQ1; 240,000 tested, 0.54% active; RECQ1 DNA unwinding, red fluorescence kinetic read; Potency, µM (highest dose often 57.3 µM), for inactives: top-dose activity, negative = inhibition, most hits filed as inhibitors; P46063;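 further: plate controls were vehicle for no effect and no enzyme for full effect; nearly all actives have a fitted effect of over 30% in size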
# Target sequence (P46063 whole entry, looked up): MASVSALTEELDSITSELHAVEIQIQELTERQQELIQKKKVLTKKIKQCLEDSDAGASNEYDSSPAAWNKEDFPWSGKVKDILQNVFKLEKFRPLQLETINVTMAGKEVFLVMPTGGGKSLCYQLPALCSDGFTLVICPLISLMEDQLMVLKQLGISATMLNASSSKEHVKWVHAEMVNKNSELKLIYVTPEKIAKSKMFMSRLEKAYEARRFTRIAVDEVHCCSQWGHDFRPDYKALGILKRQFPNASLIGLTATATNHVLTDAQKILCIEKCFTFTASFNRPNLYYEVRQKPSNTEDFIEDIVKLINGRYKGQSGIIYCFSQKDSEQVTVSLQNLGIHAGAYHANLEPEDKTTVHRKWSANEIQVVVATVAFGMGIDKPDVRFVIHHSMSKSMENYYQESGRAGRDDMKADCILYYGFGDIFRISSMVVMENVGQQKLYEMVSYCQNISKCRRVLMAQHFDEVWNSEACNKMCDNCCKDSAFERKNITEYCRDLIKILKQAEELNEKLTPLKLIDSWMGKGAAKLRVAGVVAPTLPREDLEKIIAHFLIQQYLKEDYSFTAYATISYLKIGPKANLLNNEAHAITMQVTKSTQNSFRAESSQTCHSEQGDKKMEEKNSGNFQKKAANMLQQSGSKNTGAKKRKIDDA
#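 50 nM RECQ1T1 preincubated 15 min with compound in Tris pH 8.0 buffer with MgCl2, DTT, Tween-20 and 2.5 ug/ml poly(dI-dC); started with 200 nM TAMRA/BHQ-2 forked duplex and 2 mM ATP. Unwinding read as fluorescence (525/598 nm), two reads 2 h apart.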
# KinaseGlo FLuc: Kinase-Glo luciferase inhibition (counter-screen) | Kinase-Glo luciferase, ATP luminescence, 8 min | Potency, µM (highest dose often 38.3 µM), inactives show at the highest dose activity change, negative = inhibition, actives largely listed as inhibitors | 200,000 tested, 0.28% active; further: on the % scale 0 is the no-effect control and ±100 the full control effect; nearly all actives have a fitted effect of over 60% in size
#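 Compounds were added to a substrate mix at pH 7.2 (50 mM imidazole, 10 uM ATP, within the enzyme's linear range), followed by Kinase-Glo detection reagent; luminescence was measured after 8 minutes at ambient temperature.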
# Starred values were filed as active, the others as inactive; i = inactive; ? = inconclusive; . = no result given; [ ] = remark or other dose. Unless noted, the call rests on the fitted dose curve; in most records, active means well fitted curve in the direction sought with a large enough effect; inconclusive means small, poorly fitted or top-dose-only effect, or another doubt; inactive means no such curve, though single readings can be large; an effect the other way counts as inactive or inconclusive. Potency means the concentration at half of the fitted maximal effect. Not all compounds are listed. The share of hits here may be higher or lower than overall.
SMILES,JMJD2E inh,IMPase Li inh,SMN2 splice enh,NPSR antag,Epigenetic reg,RGS12 GoLoco inh,RECQ1 helicase,KinaseGlo FLuc
Cc1[nH]c2ccc(F)cc2c1CCN(Cc1cccnc1)C(=S)Nc1ccc(F)cc1,-9%,15%,-2%,10µM*,-3.4%,-8%,-3%,-1%
COc1ccc(C(=O)c2ccc([N+](=O)[O-])cc2Cl)cc1,2%,19%,0%,?,-0.3%,14%,i,-1%
COCCNC(=O)C(c1cccnc1)N(Cc1ccccc1)C(=O)Cn1nnc2ccccc21 (stereo unspecified),9%,-5%,26%,7%,-2.5%,-7%,-4%,4%
CC1CCC(NC(=O)CN2CCC(n3nnc4cc(F)ccc43)CC2)CC1 (stereo unspecified),2%,22%[38.3 µM],9%,-11%[46.1 µM],0.9%,8%,0%,1%
CC(C)C(C(=O)Nc1ccc(S(=O)(=O)N2CCOCC2)cc1)N1C(=O)c2ccccc2C1=O (stereo unspecified),13%,27%[38.3 µM],19%,-18%[46.1 µM],8.6%,-10%,-12%,-4%
CCCCCC(=O)N1CCCC(c2nc(-c3ccc(OC)cc3)no2)C1 (stereo unspecified),3%,8%[38.3 µM],-20%,-13%[46.1 µM],-1.1%,11%,-7%,5%
O=C(COC(=O)c1ccc2c(=O)n3c(nc2c1)CCC3)Nc1ccc(OC(F)F)cc1,?,-1%,-11%,13%,-3.5%,10%,-6%,5%
COc1ccc(/C=N/NC(=O)Cn2c(Cc3ccc(OC)c(OC)c3)nc3ccccc32)cc1OC,-3%,6%,9%,14%,0.0%,5%,-9%,-2%
COc1ccc(Cc2nnc(N/N=C/c3ccc(N(C)C)cc3)[nH]c2=O)cc1OC,-6%,.,.,2%[7.67 µM],-1.4%,-3%,-5%,.
Fc1cccc(NC(=S)N2CCCC2)c1,10%,3%,-5%,13%,-3.2%,3%,-5%,4%
Cc1ccc(-c2noc(CN(C(=O)C(c3ccccc3)c3ccccc3)C(C)C)n2)cc1,18%,23%[38.3 µM],-17%,?,0.1%,6%,-14%,-4%
COc1ccc(NC(=O)Cn2cnc3ccccc3c2=O)cc1OC,-14%,2%,-6%,5%,-1.1%,10%,i,-2%
Cc1ccc2oc(-c3ccco3)cc(=O)c2c1,?,11%,?,0%,1.2%,5%,i,-6%
COc1ccc(S(=O)(=O)N(C)CC(=O)N2CCN(c3ccc(F)cc3)CC2)cc1OC,9%,5%[38.3 µM],-6%,-10%[46.1 µM],1.0%,-9%,12%,-1%
Cc1cc(C)c(-n2c(SCc3nc4ccccc4s3)n[nH]c2=O)c(C)c1,10%,.,.,-52%,0.5%,-12%,-3%,.
CC1CCCCN1CC(=O)Nc1ccc(Oc2ccccc2)cc1 (stereo unspecified),-10%,50%[activator][38.3 µM],-10%,-8%[46.1 µM],-2.4%,7%,i,-2%
C[C@]12O[C@H]1[C@@H](O)C(Br)=C(CO)[C@H]2O,6%,10%,-2%,.,0.8%,5%,-7%,-1%
CCOC(=O)c1ccc2nc(C)c3c(c2c1)OC(C)C3 (stereo unspecified),?,13%[38.3 µM],-12%,-12%[46.1 µM],0.0%,17%,2%,-3%
COc1cc(NS(=O)(=O)c2ccc(NC(=S)NC(=O)c3sc4ccccc4c3Cl)cc2)nc(OC)n1,5%,-17%,7%,-31%,-0.1%,-3%,-5%,2%
Cc1ncc([N+](=O)[O-])n1Cc1ccc(F)cc1,-5%,-4%,-4%,-56%,0.8%,11%,-1%,-1%
COC(=O)C1=C(Cn2cnc3ccccc32)NC(=O)NC1c1cc(C)ccc1C (stereo unspecified),2%,35%[activator][38.3 µM],-34%[inhibitor],-12%[46.1 µM],1.1%,3%,i,10%
Cc1ccccc1-c1nc2sc(-c3ccccc3)cc2c(=O)o1,-2%,-9%[38.3 µM],-5%,-14%[46.1 µM],2.1%,-7%,-3%,-11%
CN(C)c1nc(N)nc(Cn2ccnc2)n1,7%,10%[38.3 µM],26%,-8%[46.1 µM],-1.1%,-6%,-12%,4%
O=C(COC(=O)/C(=C/c1cccs1)c1cccs1)NC(c1ccccc1)c1ccccc1,-8%,8%,-21%,-37%,0.0%,0%,-5%,-1%

# NPSR antag, hit marks shown above
SMILES | JMJD2E inh | NPSR antag | Epigenetic reg | RGS12 GoLoco inh | RECQ1 helicase
Cc1[nH]c2ccc(F)cc2c1CCN(Cc1cccnc1)C(=S)Nc1ccc(F)cc1 | -9% | 10µM* | -3.4% | -8% | -3%

# (list continues)
SMILES,JMJD2E inh,IMPase Li inh,SMN2 splice enh,NPSR antag,Epigenetic reg,RGS12 GoLoco inh,RECQ1 helicase,KinaseGlo FLuc
CCOC(=O)c1ccccc1N/C=C1\CCCC1=O,?,9%[38.3 µM],2%,14%[46.1 µM],0.1%,-6%,i,0%
CCOc1cc(/C=C(\C#N)c2[nH]nc(N)c2C#N)ccc1O,?,-2%[38.3 µM],-17%,-11%[46.1 µM],-5.8%,35%[activator],-9%,-8%
Cc1c(Cl)cccc1Nc1nc(N)nc(CSc2ncccn2)n1,2%,24%[38.3 µM],8%,-21%[46.1 µM],-0.2%,-1%,0%,16%
CCOc1ccc(Oc2ccc(-c3nnc(-c4ccccc4)o3)cc2[N+](=O)[O-])cc1,-1%,3%[38.3 µM],13%,-29%[46.1 µM],-1.2%,16%,-19%,0%
COc1ccc(C(=O)N[C@H](C(=O)OCC(=O)NC(=O)c2cccn2C)C(C)C)cc1,3%,-2%,3%,11%,0.0%,1%,-11%,-5%
Cc1cc(C)n(CC(C)C(=O)O)n1 (stereo unspecified),-16%,-5%,.,-7%,-5.0%,6%,-13%,1%
Cc1ccc(O)c(NC(=S)NC(=O)CC(C)C)c1,-4%,-6%,13µM*,1%,-1.3%,-8%,-7%,-5%
Cc1ccc(/C=C/C(=O)NC2CCCCCCC2)o1,-13%,1%,?,-37%,-1.3%,-8%,-8%,0%
O=C(CC(=O)c1ccncc1)c1ccccc1,.,-4%,9%[9.22 µM],.,.,8%[14.2 µM],.,-4%[7.66 µM]
Cc1ccc2nc(N(CCCN(C)C)C(=O)c3cc4ccccc4oc3=O)sc2c1,-5%,3%,5%,17%,0.0%,0%,15%,4%
COc1cc(OC)c2c(-c3ccccc3)cc(=O)oc2c1C(CC(=O)N1CCCC1)c1ccc2c(c1)OCO2 (stereo unspecified),?,.,.,-33%,2.4%,13%,?,.
O=C(OCC(=O)c1ccc[nH]1)c1ccc(S(=O)(=O)N2CCCCCC2)cc1,5%,-12%[38.3 µM],-11%,-7%[46.1 µM],-1.5%,11%,-1%,-1%
O=C(/C=C/c1c(Cl)nc2ccccn12)Nc1ccc(F)cc1,?,?,?,-24%,-2.2%,7%,i,1%
COc1ccc(/C=C/C(=O)OCC(=O)NC(=O)NC(C)(C)C)cc1,-1%,-3%,-5%,1%,-2.7%,6%,-2%,2%
CCc1ccc2c(-c3cccc(Cl)c3)nc(=O)n(CC)c2n1,?,9%,.,.,1.8%,0%,3%,0%
CCn1cc(CNC(=O)/C=C/c2ccc([N+](=O)[O-])cc2)cn1,-7%,-1%,-5%,10%,0.0%,6%,i,-2%
COC(=O)c1cc(NC(=O)c2ccc(F)cc2)cc(C(=O)OC)c1,?,16%,-4%,-25%,1.1%,13%,i,-8%
NS(=O)(=O)c1ccc(NC(=O)COC(=O)C2(c3ccccc3F)CCCC2)cc1,-5%,2%,-12%,-29%,-3.2%,-11%,-3%,2%
O=C(NC1CCCCC1)c1ccc(S(=O)(=O)N2CCCCC2)cc1,0%,1%,-17%,5%[46.1 µM],1.2%,-6%,-4%,-3%
COC(=O)c1c(NS(=O)(=O)Cc2ccccc2)sc2c1CCCC2,3%,1%[38.3 µM],10%,-11%[46.1 µM],-5.3%,-7%,-5%,-3%
CCN(c1ccccc1)c1nc(=O)c2cccnc2s1,14%,6%,.,3%,1.1%,-1%,i,2%
CC(C)(C)c1ccc(OCC(=O)Nc2ccc3c4c(cccc24)C(=O)NC3=O)cc1,?,19%,-6%,-47%,4.3%,32%[activator],i,-4%
Cc1cccc(OCCCc2c(C)n[nH]c2C)c1,-2%,0%[38.3 µM],-27%,-5%[46.1 µM],1.3%,6%,-16%,1%
CC(C)CC(=O)NS(=O)(=O)c1ccc(NC(=O)c2ccco2)cc1,-5%,2%,.,-7%,0.0%,10%,i,-4%

# Exported tab-delimited: entries from further up
SMILES	JMJD2E inh	IMPase Li inh	SMN2 splice enh	NPSR antag	Epigenetic reg	RGS12 GoLoco inh	RECQ1 helicase	KinaseGlo FLuc
O=C(NC1CCCCC1)c1ccc(S(=O)(=O)N2CCCCC2)cc1	0%	1%	-17%	5%[46.1 µM]	1.2%	-6%	-4%	-3%
COC(=O)c1c(NS(=O)(=O)Cc2ccccc2)sc2c1CCCC2	3%	1%[38.3 µM]	10%	-11%[46.1 µM]	-5.3%	-7%	-5%	-3%

# Next section
SMILES,JMJD2E inh,IMPase Li inh,SMN2 splice enh,NPSR antag,Epigenetic reg,RGS12 GoLoco inh,RECQ1 helicase,KinaseGlo FLuc
Clc1ccccc1-c1ccc(/C=N/Nc2nncc(-c3ccccc3)n2)o1,-1%,-9%,16%,-17%,-4.2%,2%,1%,2%
FC(F)Oc1ccccc1/C=N/n1cnc2ccccc21,7%,8%,?,-29%,-0.4%,3%,-14%,3%
Cn1nccc1C(=O)Nc1ccccc1C(=O)O,-8%,.,.,-11%[46.1 µM],-2.6%,.,-5%,.
CC(CCCC(C)(C)O)CC1C2=C(CCCC2=O)OC2=C1C(=O)CCC2 (stereo unspecified),?,-4%,.,-5%,0.0%,-3%,-10%,.
CCOC(=O)CSc1nnc(CNC(=O)c2ccccc2OC)n1-c1ccc(OC)cc1,-2%,-14%[38.3 µM],2%,-10%[46.1 µM],0.0%,7%,i,-8%
Cc1nn(C)c2nc(NNC(=O)Nc3cc(Cl)nc(Cl)c3)cc(C(C)C)c12,.,20%,.,.,-0.1%,-2%,-5%,4%[39.9 µM]
CS(=O)(=O)N(CCc1ccccc1)CC(=O)NCc1ccccc1Cl,-3%,8%,-6%,5%,0.0%,3%,24%,0%
C=C(C)COc1ccc(-c2[nH]ncc2Oc2ccc(OC)cc2)c(O)c1,-16%,.,.,-51%,6.4%,6%,-7%,.
NCC/C=C1/c2ccccc2CSc2ccccc21,-1%,4%,7%,15%[46.1 µM],2.0%,10%,-3%,0%
CCn1c(SCC(=O)Nc2ccc(C)cc2)nc2nc3c(cc2c1=O)COC(C)(C)C3,-6%,.,.,40%,-2.5%,-12%,i,.
